Source: PubChem BioAssay
ASK1 primary – ASK1 kinase inhibitors, primary screen, biochemical, AlphaScreen; AlphaScreen MKK6 phosphorylation by ASK1, luminescence; inhibition, % at 7.44 µM; actives 0.99% (n = 22,000); AID 1159602, 2016; in the data active = inhibition above about 35%;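 also: 0% = median of compound wells and 100% = no enzyme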
Target sequence (Q99683 whole entry, looked up): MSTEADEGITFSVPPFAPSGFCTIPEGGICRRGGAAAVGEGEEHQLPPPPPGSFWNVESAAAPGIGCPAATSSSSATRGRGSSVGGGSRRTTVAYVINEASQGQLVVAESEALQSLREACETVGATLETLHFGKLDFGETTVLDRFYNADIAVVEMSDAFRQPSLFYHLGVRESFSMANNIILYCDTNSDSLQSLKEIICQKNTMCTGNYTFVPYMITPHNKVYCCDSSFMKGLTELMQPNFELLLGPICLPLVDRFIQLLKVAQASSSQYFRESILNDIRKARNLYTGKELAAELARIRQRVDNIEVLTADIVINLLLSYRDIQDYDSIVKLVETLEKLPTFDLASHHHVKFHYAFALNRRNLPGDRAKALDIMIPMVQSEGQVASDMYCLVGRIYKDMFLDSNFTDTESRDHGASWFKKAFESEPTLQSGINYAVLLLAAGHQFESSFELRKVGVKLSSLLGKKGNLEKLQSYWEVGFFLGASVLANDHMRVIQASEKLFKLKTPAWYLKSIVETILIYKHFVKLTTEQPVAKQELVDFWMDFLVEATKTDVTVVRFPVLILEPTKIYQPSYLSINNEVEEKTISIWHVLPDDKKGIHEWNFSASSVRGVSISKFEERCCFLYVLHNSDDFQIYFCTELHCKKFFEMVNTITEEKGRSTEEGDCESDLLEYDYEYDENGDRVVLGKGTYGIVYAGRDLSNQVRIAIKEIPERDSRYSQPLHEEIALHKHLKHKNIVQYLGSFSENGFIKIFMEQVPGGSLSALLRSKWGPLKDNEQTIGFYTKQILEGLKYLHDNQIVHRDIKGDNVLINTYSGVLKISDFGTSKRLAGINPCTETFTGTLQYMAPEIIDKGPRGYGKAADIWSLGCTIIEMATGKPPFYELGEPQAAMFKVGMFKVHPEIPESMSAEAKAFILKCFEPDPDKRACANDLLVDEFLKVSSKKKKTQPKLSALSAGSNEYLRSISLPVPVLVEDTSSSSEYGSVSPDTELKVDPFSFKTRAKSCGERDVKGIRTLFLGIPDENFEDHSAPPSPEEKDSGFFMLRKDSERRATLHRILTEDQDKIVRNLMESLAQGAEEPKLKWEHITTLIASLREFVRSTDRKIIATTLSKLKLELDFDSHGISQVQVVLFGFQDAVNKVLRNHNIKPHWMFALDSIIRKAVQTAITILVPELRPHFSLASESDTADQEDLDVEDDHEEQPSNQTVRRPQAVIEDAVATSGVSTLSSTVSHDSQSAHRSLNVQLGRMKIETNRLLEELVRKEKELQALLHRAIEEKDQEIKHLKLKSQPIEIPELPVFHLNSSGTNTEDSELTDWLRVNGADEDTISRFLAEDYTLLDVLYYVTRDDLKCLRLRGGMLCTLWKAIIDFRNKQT
ULK1 primary – ULK1 kinase inhibitors, primary screen, biochemical, AlphaScreen. AlphaScreen Atg13 phosphorylation by ULK1, luminescence. inhibition, % at 5.96 µM. actives 1.9% (n = 30,000). AID 1259251, 2017; in the data active = inhibition above about 43%;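 also: 0% = median of compound wells and 100% = no enzyme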
* = called active by the depositor; nt = not tested or not shown.

SMILES | ASK1 primary | ULK1 primary
O=C(NCCOc1ccccc1)c1cnc(Nc2ccccc2)s1 | -3.5 | -4.8
CCNc1nc(Nc2ccccc2)nc(N(CC)CC)n1 | 7.7 | -6.3
NCCS(=O)(=O)O | nt | -1.2
CCCNC(=O)c1cccc(-c2ccccc2)c1 | -7.8 | -13.4
Cn1c(Nc2cccc(C(=O)NCCOc3ccccc3)n2)nc2ccccc21 | -5.7 | -23.4
CS(=O)(=O)c1ccc(N2CCN(CCO)CC2)c(F)c1 | nt | -8.0
CCN(CC)c1nc(Nc2cc(OC)c(OC)c(OC)c2)nc(Nc2nccc3ccccc23)n1 | 4.7 | -5.6
COc1cc2nc(NC3CCC(O)CC3)nc(Nc3ccc4c(c3)OCO4)c2cc1OC (stereo unspecified) | 5.1 | 6.5
O=C(Nc1ccc2cn[nH]c2c1)[C@@H](O)COc1ccc(Br)cc1 | -4.6 | -14.6
O=C(Nc1ccc(O)cc1)c1ccccc1O | nt | 4.7
COc1ccc(-c2cncc(C(=O)NC3CCN(Cc4ccccc4)CC3)c2)cc1 | -4.5 | -6.3
Nc1ncnc2nc(-c3ccc(N4CCOCC4)nc3)[nH]c12 | -4.9 | -5.0
CC(C)n1cnc2c(NCCN3CCOCC3)nc(Nc3nc4ccccc4n3C)nc21 | 9.8 | 13.1
COc1ccc(CCNc2nc(Nc3cnccn3)nc3c2ncn3CCN2CCCC2=O)cc1 | -3.1 | 5.6
c1ccc(CN2CCC(Nc3nc(NC4CCN(Cc5ccccc5)CC4)c4ncn(-c5ccccc5)c4n3)CC2)cc1 | 9.8 | -12.0
CCN(CC)C(=O)/C(C#N)=C/c1cc(O)c(O)c([N+](=O)[O-])c1 | nt | 0.8
Cc1cnc(NCCN2CCOCC2)nc1NC1CCN(Cc2ccccc2)CC1 | -7.4 | -6.9
CC(C)(O/N=C(\C(=O)N[C@@H]1C(=O)N2C(C(=O)O)=C(C[n+]3ccccc3)CS[C@H]12)c1csc(N)n1)C(=O)O | nt | -0.7
CCCNc1nccc(-c2c(-c3ccc(F)cc3)nc3n2[C@H](CO)C[C@@H]3C)n1 | -14.6 | 9.0
Cc1cc(NCCc2ccc(O)cc2)nc(NCCN2CCOCC2)n1 | -3.6 | -6.2

Reprinted at random: 4 compounds from above.
SMILES | ASK1 primary | ULK1 primary
CC(C)n1cnc2c(NCCN3CCOCC3)nc(Nc3nc4ccccc4n3C)nc21 | 9.8 | 13.1
CCN(CC)C(=O)/C(C#N)=C/c1cc(O)c(O)c([N+](=O)[O-])c1 | nt | 0.8
Cc1cnc(NCCN2CCOCC2)nc1NC1CCN(Cc2ccccc2)CC1 | -7.4 | -6.9
O=C(Nc1ccc(O)cc1)c1ccccc1O | nt | 4.7

(next part)
SMILES | ASK1 primary | ULK1 primary
c1cncc(-c2cc(NCCCn3ccnc3)nc(-c3cccnc3)n2)c1 | nt | 7.9
Nc1n[nH]c2c(Br)cc(NC(=O)C(O)c3ccc(Cl)cc3)cc12 (stereo unspecified) | -32.0 | 34.0
COc1ccccc1C1C(C(C)=O)=C(O)C(=O)N1CC1CCCO1 (stereo unspecified) | nt | 9.3
CC(=O)c1cccc(-c2nc3ccc(C(=O)NCCCN4CCCC4=O)cc3s2)c1 | -2.8 | 9.3
CC(=O)Nc1ccc(Nc2cc(N3CCN(c4ccccn4)CC3)nc(N)n2)cc1 | -4.1 | 3.5
CC(=O)Nc1ccc(Nc2nc(N3CCN(c4ccccn4)CC3)nc3c2ncn3C2CCCCC2)cc1 | 13.7 | -10.3
O=C(Nc1ccc(N2CCOCC2)cc1)c1cnc(-c2cccs2)s1 | 7.6 | 13.5
COc1ccc(Nc2cc(-c3ccncc3)nc(-c3ccccn3)n2)cc1 | nt | 1.5
O=C(NCCO)c1cc(N2CCOCC2)nc2ccccc12 | 4.7 | 1.1
CC(C)n1c(-c2cccc(N)c2)nc2c(NCc3cccc(C(F)(F)F)c3)ncnc21 | -21.8 | -17.1
Cc1ccc(C)c(OCCCC(C)(C)C(=O)O)c1 | nt | -8.4
Nc1cccc(-c2cc(C(=O)NCCN3CCOCC3)ccn2)c1 | -8.8 | -18.2
O=C(NCCO)c1cc(N2CCC(N3CCOCC3)CC2)nc2ccccc12 | -14.7 | -3.4
CC(C)C(=O)NCc1c(-c2ccccc2)nc2n1CCS2 | nt | -2.0
O=C(CC(=O)Nc1cccc(C(F)(F)F)c1)N/N=C/c1ccc([N+](=O)[O-])cc1 | nt | -26.1
CC(=O)Nc1ccc(Nc2cc(C)nc(Nc3cccc(N(C)C)c3)n2)cc1 | 26.9 | 3.2
Cc1cc(Nc2ccc3c(c2)OCO3)nc(Nc2ccccc2)n1 | 22.6 | -0.8
FC(F)(F)c1ccc(Cn2cnc3c(NCc4cccc(C(F)(F)F)c4)nc(Cl)nc32)cc1 | 2.1 | 0.5
O=C(Nc1ccc(N2CCOCC2)cc1)c1csc(-c2csc3ccccc23)n1 | 2.5 | 17.3
CC1=NN(c2ccc(Cl)cc2)C(=O)/C1=C\c1ccc([N+](=O)[O-])o1 | nt | 26.8
CN(C)CCn1c(C2COc3ccccc3C2)nc2cc(F)c(-c3cn[nH]c3)cc21 (stereo unspecified) | 0.7 | -8.0
c1ccc(Nc2cc(NCc3cccnc3)ncn2)cc1 | -16.7 | 3.8
CCN(CC)CCNC(=O)c1cc(S(C)(=O)=O)ccc1OC | nt | 13.0
CC(C)n1c(N2CCC(N3CCOCC3)CC2)nc2c(NCCc3ccc(O)cc3)ncnc21 | -8.4 | -22.9
NC(=O)c1ccc(-c2nc(NCCO)c3ncn(C4CCCCC4)c3n2)cc1 | 5.8 | 1.6
Cc1c(C=Nc2ccc3ccccc3c2)c(O)n(C)c(=O)c1C#N | nt | 4.5
Nc1nc(Nc2ccc(N3CCOCC3)cc2)cc(N2CCN(c3ccccn3)CC2)n1 | -14.1 | -16.9
Cc1nc(C)n(-c2ccc(Nc3nccc(-c4cccc(-n5nccn5)c4)n3)cc2)n1 | 39.2* | -15.3
CCCNc1cc(Nc2ccc(-n3ccnc3)cc2)ncn1 | -6.4 | -9.9
Clc1nc(NCCN2CCOCC2)c2ncn(-c3ccccc3)c2n1 | -3.8 | 5.5
C=CCN1CCN(CCNC(=O)c2cccc(-n3ncc4cc(Nc5cccc(C)c5Cl)ccc43)c2)CC1 | -3.6 | -42.7
Cn1nccc1Nc1nc2ccc(C(=O)NCCCN3CCCC3=O)cc2s1 | 0.6 | -5.2
c1ccc(-n2cnc3c(NCc4nc5ccccc5[nH]4)nc(Nc4cccnc4)nc32)cc1 | 2.5 | 11.3
c1csc(CNCc2nc(-c3ccncc3)n[nH]2)c1 | 5.3 | -2.0
O=C(NCc1nc2ccccc2[nH]1)c1cnc(Nc2ccc(-n3ccnc3)cc2)s1 | 6.9 | 2.8
COc1cc2nc(N3CCc4ccccc4C3)nc(NCc3nc4ccccc4[nH]3)c2cc1OC | -3.9 | 4.5
O=C(NC1CC1)c1ccc(-c2nccc(NCc3nc4ccccc4[nH]3)n2)cc1 | -1.4 | -2.8
COc1cc(NC(=O)c2cccc(-n3cc(NC(=O)Cc4cccc(Oc5ccccc5)c4)cn3)c2)cc(OC)c1OC | 12.6 | -19.8
CCNc1ncc(C)c(NC2CCN(Cc3ccccc3)CC2)n1 | -2.8 | -5.2
COc1ccc2c(c1)CC(C(=O)Nc1ccc(-c3cn[nH]c3)cc1O)CO2 (stereo unspecified) | 3.3 | 3.7
COc1cc(Nc2nc(NCCOc3ccccc3)c3ncn(C(C)C)c3n2)cc(OC)c1OC | 15.3 | -7.6
CN1CCN(c2ncn(-c3ccc(Nc4nccc(-c5cc(F)cc(N(C)C)c5)n4)cc3)n2)CC1 | 24.2 | 0.8
O=C(Nc1ccc2[nH]ncc2c1)c1ccc(OC2CCCN(Cc3ccccc3)C2)nc1 (stereo unspecified) | 13.7 | -6.5
Nc1cccc(-c2nc(NCCO)c3ncn(C4CCCCC4)c3n2)c1 | -1.8 | -18.5
COc1cc(NC(=O)c2ccc3nc(N4CCN(c5ccccn5)CC4)sc3c2)cc(OC)c1OC | 12.4 | 13.4
CC(=O)Nc1ccc(NC(=O)c2ccnc(N3CCC(N4CCOCC4)CC3)c2)cc1 | -2.1 | -1.5
O=C(NCc1cccc(C(F)(F)F)c1)c1ccc2nc(Nc3ccncn3)sc2c1 | -10.3 | 6.0
COc1ccc(C(O)C(=O)N2CCC(C(=O)Nc3ccc4[nH]ncc4c3)C2)cc1 (stereo unspecified) | 6.0 | 1.2
Cc1cc(Nc2ccc(N3CCOCC3)cc2)nc(NCCCN2CCCC2=O)n1 | 7.2 | 3.4
O=C(NCCN1CCOCC1)c1cc(-c2ccccc2)n[nH]1 | 5.8 | 3.6
CCCNc1nc(NCc2ccc3c(c2)OCO3)nc2nc[nH]c12 | 23.3 | 8.0
CN1CCN(c2ccc(-c3nc4ccc(C(=O)Nc5ccccc5)cc4s3)cc2)CC1 | -2.2 | 12.4
CC(=O)Nc1cc(-c2ccccc2)no1 | nt | -14.3
O=C(Nc1cc(-c2ccncc2)c[nH]c1=O)c1cccc2ccccc12 | 3.7 | -0.8
COc1ccc(CCNc2nc(NCc3cccnc3)nc3cc(OC)c(OC)cc23)cc1 | -1.1 | -11.7
CC(C)(C)OC(=O)N1CCC(Nc2nccc(-c3ccc(S(C)(=O)=O)cc3)n2)CC1 | -3.0 | -4.1
C=CCN1CCN(c2c(Cl)cccc2NC(=O)c2cccc(C#N)c2)CC1 | -9.8 | 2.2
c1ccc2[nH]c(CNc3cc(-c4csc5ccccc45)ncn3)nc2c1 | 2.1 | -2.4
Nc1nc(NCCCN2CCCC2=O)cc(N2CCc3ccccc3C2)n1 | -1.9 | 13.7
CCCNc1nc(NCCN2CCOCC2)nc(N(CC)CC)n1 | -25.1 | -5.7

Next part
SMILES | ASK1 primary | ULK1 primary
Cc1ncn(-c2ccc(Nc3ncc(Cl)c(-c4ccnn4C)n3)cc2)n1 | -7.8 | 64.4*
Cc1cnc(-c2ccc(C(N)=O)cc2)nc1Nc1ccc(N2CCOCC2)cc1 | 36.2* | 29.6
c1ccc(CNc2nc(-c3csc4ccccc34)nc3c2ncn3-c2ccccc2)cc1 | 2.1 | 5.0
Cc1cccc(Nc2ccc3c(cnn3-c3cccc(C(=O)NCCN4CCCN(C)CC4)c3)c2)c1Cl | 29.6 | -36.2
NS(=O)(=O)c1ccc(Nc2nccc(-c3cccc(Cl)c3Cl)n2)cc1 | 8.6 | 0.3
CC(C)n1c(-c2cccs2)nc2c(NCc3cccc(C(F)(F)F)c3)ncnc21 | 14.2 | -29.9
CCN(CC)c1cc(-c2ccccn2)nc(-c2ccccc2)n1 | nt | -6.0
Cc1ccc(-c2cccc3cnc(Nc4cccc(C(=O)N5CCOCC5)c4)nc23)cn1 | 6.1 | 63.9*
CCN(CC)c1nc(NCCOc2ccccc2)nc(N2CCc3ccccc3C2)n1 | -18.6 | 5.1
Cn1nccc1Nc1cc(C(=O)NCCCN2CCCC2=O)ccn1 | 6.2 | 21.4
Cc1c(C(=O)Nc2cccc(F)c2)sc2nc(-c3ccccc3)cn12 | nt | -9.6

Structures above that have sulfur (21):
SMILES | ASK1 primary | ULK1 primary
O=C(NCCOc1ccccc1)c1cnc(Nc2ccccc2)s1 | -3.5 | -4.8
NCCS(=O)(=O)O | nt | -1.2
CS(=O)(=O)c1ccc(N2CCN(CCO)CC2)c(F)c1 | nt | -8.0
CC(C)(O/N=C(\C(=O)N[C@@H]1C(=O)N2C(C(=O)O)=C(C[n+]3ccccc3)CS[C@H]12)c1csc(N)n1)C(=O)O | nt | -0.7
CC(=O)c1cccc(-c2nc3ccc(C(=O)NCCCN4CCCC4=O)cc3s2)c1 | -2.8 | 9.3
O=C(Nc1ccc(N2CCOCC2)cc1)c1cnc(-c2cccs2)s1 | 7.6 | 13.5
CC(C)C(=O)NCc1c(-c2ccccc2)nc2n1CCS2 | nt | -2.0
O=C(Nc1ccc(N2CCOCC2)cc1)c1csc(-c2csc3ccccc23)n1 | 2.5 | 17.3
CCN(CC)CCNC(=O)c1cc(S(C)(=O)=O)ccc1OC | nt | 13.0
Cn1nccc1Nc1nc2ccc(C(=O)NCCCN3CCCC3=O)cc2s1 | 0.6 | -5.2
c1csc(CNCc2nc(-c3ccncc3)n[nH]2)c1 | 5.3 | -2.0
O=C(NCc1nc2ccccc2[nH]1)c1cnc(Nc2ccc(-n3ccnc3)cc2)s1 | 6.9 | 2.8
COc1cc(NC(=O)c2ccc3nc(N4CCN(c5ccccn5)CC4)sc3c2)cc(OC)c1OC | 12.4 | 13.4
O=C(NCc1cccc(C(F)(F)F)c1)c1ccc2nc(Nc3ccncn3)sc2c1 | -10.3 | 6.0
CN1CCN(c2ccc(-c3nc4ccc(C(=O)Nc5ccccc5)cc4s3)cc2)CC1 | -2.2 | 12.4
CC(C)(C)OC(=O)N1CCC(Nc2nccc(-c3ccc(S(C)(=O)=O)cc3)n2)CC1 | -3.0 | -4.1
c1ccc2[nH]c(CNc3cc(-c4csc5ccccc45)ncn3)nc2c1 | 2.1 | -2.4
c1ccc(CNc2nc(-c3csc4ccccc34)nc3c2ncn3-c2ccccc2)cc1 | 2.1 | 5.0
NS(=O)(=O)c1ccc(Nc2nccc(-c3cccc(Cl)c3Cl)n2)cc1 | 8.6 | 0.3
CC(C)n1c(-c2cccs2)nc2c(NCc3cccc(C(F)(F)F)c3)ncnc21 | 14.2 | -29.9
Cc1c(C(=O)Nc2cccc(F)c2)sc2nc(-c3ccccc3)cn12 | nt | -9.6
